# IEC-6 tox: cytotoxicity in IEC-6 intestinal epithelial cells, primary screen, cytotoxicity control for KLF5 inhibitor project, cell-based, luminescence. hit rate 0.78% among 290,000. AID 1825, 2009. IEC-6 cytotoxicity, luminescence viability. inhibition, % at 5 µM; in the data active = inhibition above about 22%;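 also: 0% = plate median of test compound wells and 100% = cytotoxic reference compound wells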
# Platelet DG rel: inhibitors of platelet dense granule secretion, primary screen, cell-based, MLPCN, human platelets; human platelet-rich plasma, SFLLRN dense granule ATP release, luminescence; inhibition, %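 (compounds screened at 7.5 µM in platelet-rich plasma)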; hit rate 0.22% among 300,000;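 active = mean replicate score, as percent of positive control, at or above 50; inconclusive = mean below 50 but at least one replicate at or above 50; inactive = mean and every replicate below 50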
# aSyn 5UTR inh: MLPCN primary screen, SNCA 5' untranslated region | alpha-synuclein 5'UTR reporter, inhibitor activity | inhibition, % (tested at 7.5 µM) | hit rate 0.82% among 300,000; in the data active = inhibition above about 60%; inconclusive = no clear call, values can overlap the other calls;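 also: H4 neuroglioblastoma cells stably carrying SNCA 5'UTR luciferase fusion; 0% = DMSO wells and 100% = positive control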
# KLF5 inhibitor: KLF5 expression inhibitors, primary screen, DLD-1 cells, luminescence | DLD-1 KLF5 promoter-luciferase reporter | inhibition, % at 5 µM | hit rate 0.23% among 290,000;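 active = inhibition above a per-plate limit of that plate's mean compound inhibition plus 3 SD, cut at about 60% in these data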;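 also: 0% = DMSO wells and 100% = LY294002 at 200 µM; higher means less KLF5 promoter-driven luciferase light; inactives centre near -14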
# HSF1 inh: HSF1 inhibitors in luciferase reporter cells, primary screen, cell-based, NIH3T3, luminescence. activity change, negative = inhibition, % at 7.5 µM (by protocol). AID 2098, 2009. hit rate 0.77% among 300,000. NIH3T3-HGL HSE-luciferase, MG132-induced, luminescence 8 h; hits give low values;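 active = more than half of replicate wells show activity change below -50%, luminescence cut by over half; inconclusive = some wells, but at most half, below -50%; inactive = no replicate well below -50%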;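 also: luciferase reports HSF-1 transcriptional activity via heat shock element; 0% = median of DMSO wells and -100% = zero luminescence signal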
# HIF act: HIF pathway transcriptional activators, primary screen, cell-based, U2OS HRE-luciferase, luminescence; hit rate 0.32% among 300,000; AID 1910, 2009; activation, % at 7.5 µM (by protocol); U2OS HRE-luciferase reporter; normalized: DMSO 0%, desferrioxamine 100%;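 active = mean activation of at least 10% of the iron chelator positive control signal, with at least half of replicates also reaching 10%; inconclusive = mean and replicate majority disagree about reaching 10%; inactive = mean and most replicates under 10%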
# SKKanGAS inh: S. pyogenes SKKanGAS growth inhibitors in kanamycin, primary screen, streptokinase expression inhibitor project, SKKanGAS strain, BacTiter-Glo luminescence; 6 h; inhibition, % at 7.5 µM; hit rate 1.3% among 300,000; AID 1662, 2009;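 active = mean replicate score, as percent of positive control median, at least 50; inconclusive = mean below 50 but one replicate at or above 50; inactive = mean and every replicate below 50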;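 also: strain carries kanamycin resistance gene driven by streptokinase promoter and grows in 40 µg/ml kanamycin; loss of luminescence reflects streptokinase promoter inhibition or plain growth inhibition; 0% = median of DMSO wells and 100% = positive control at its reference dose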
# HSP90 inh: HSP90 inhibitors, primary screen, cell lysate, luminescence; hit rate 0.91% among 290,000; inhibition, % at 5.6 µM; AID 1789, 2009; Rabbit reticulocyte lysate, luciferase refolding luminescence, 3 h; Heat shock protein HSP 90 (rabbit reticulocyte lysate; luciferase refolding);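 active = inhibition above the screen-wide mean plus 3 SD, computed separately per campaign, cut at about 16% in these data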;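 also: 0% = DMSO wells and 100% = 60 µM geldanamycin wells; inhibitors lower the luminescence because luciferase stays unfolded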
# AI-2 QS modul: Vibrio harveyi AI-2 quorum sensing modulators, primary screen, JMH597 strain, luminescence/OD600 ratio | activity change, % at 7.5 µM | hit rate 0.4% among 300,000 | AID 2094, 2009 | Vibrio harveyi JMH597 AI-2 luminescence/OD600 ratio, 9 h; hits give low values; strain lacks LuxN and CqsS sensors; 0 = neutral-control median; in the data active = activity change below about -75%, passing the limit was not always enough; inconclusive = no clear call, values can overlap the other calls;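 also: luminescence divided by OD600 gain over 9 h not by final OD600 alone; inactives centre near 13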
# HSF-1 act: HSF-1 activators, primary screen, NIH3T3-HGL cells, MG132 stress, luminescence, single point; activation, % at 9 µM; NIH3T3-HGL HSF-1 luciferase reporter, 8 h; 100% = twice DMSO control signal; hit rate 1.7% among 300,000; AID 504408, 2011;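 active = mean replicate activation of at least 50% with a set share of replicates each reaching 50%; inconclusive = only one of those two conditions met; inactive = mean below 50% and too few replicates reaching it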;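 also: 0% = median of the neutral control wells and 100% = twice that signal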
# * = called active by the depositor; ? = inconclusive; / = no result given. Rows are unselected. About 6% of those tested had a hit in this group.
SMILES,IEC-6 tox,Platelet DG rel,aSyn 5UTR inh,KLF5 inhibitor,HSF1 inh,HIF act,SKKanGAS inh,HSP90 inh,AI-2 QS modul,HSF-1 act
Cc1ncc(/C=C2\C(=O)Nc3ccccc32)[nH]1,-11.9,-3.6,-104.2,-32.2,7.1,1.3,-7.0,3.8,-2.2,18.4
CCC(=O)N1CCc2cc(Br)cc(S(=O)(=O)N(C)c3ccc(OC)cc3OC)c21,1.5,-7.2,-5.7,-14.7,-6.9,-1.1,-4.3,4.7,20.4,4.7
Cc1ccnc(NCc2c(O)ccc3ccccc23)c1,1.2,-0.6,0.9,-10.7,4.3,0.8,6.5,-1.2,11.0,3.3
O=C(c1nc2ccccn2c1CN1CCCC(c2nc3ccccc3o2)C1)N1CCCC1 (centres undefined),4.6,-1.2,-13.2,2.4,4.1,0.9,0.4,2.5,-2.0,9.5
C=CCn1c(SCC(=O)c2ccccc2)nnc1-c1cc2ccccc2o1,-9.5,-5.9,8.0,-22.9,7.2,0.3,0.6,-0.5,31.9,9.1
CC(=O)Nc1ccccc1C(=O)C(=O)Nc1ccc(C(=O)N2CCOCC2)cc1,3.0,4.3,-32.5,-6.7,11.5,0.3,-13.1,2.6,4.8,-0.3
Cc1nn(-c2ccccc2)c2c1C(c1ccco1)C(C#N)=C(N)O2 (centres undefined),-4.7,17.8,-37.2,22.4,1.7,0.0,5.1,2.3,34.5,13.6
CC(=O)N1CCSc2ccc(S(=O)(=O)NCCc3ccc(C)cc3)cc21,4.6,17.6,3.4,1.5,-0.6,-0.3,-5.0,1.3,25.7,13.2
CC(C)(C)NC(=O)NC(=O)COC(=O)c1nc(-c2ccccc2)n(-c2cccc(C(F)(F)F)c2)n1,4.0,7.0,-21.0,-8.2,13.6,0.0,2.5,-5.2,16.4,10.2
c1ccc(OCc2nnc3sc(C4COc5ccccc5O4)nn23)cc1 (centres undefined),0.5,-2.1,11.2,-18.8,0.7,0.1,5.7,2.2,14.6,-1.9
Cc1ccc2c(CC(=O)OCn3nnc4ccccc4c3=O)coc2c1,1.3,7.8,-3.7,-4.7,10.2,-0.6,-1.8,-0.4,15.1,-10.6
CSc1nc(O)c(C(c2ccc(F)cc2)c2c(O)nc(SC)[nH]c2=O)c(=O)[nH]1,/,-9.6,-35.1,/,0.2,0.0,-9.5,/,35.6,-0.8
COc1cccc(NS(=O)(=O)c2c(C)cc(C)cc2C)c1,-0.9,3.4,13.4,-45.8,-0.3,-0.4,-1.2,-3.7,3.4,2.7
COc1cc(/C=C/C(=O)OCc2c(C)noc2C)ccc1OC(F)F,4.8,-12.9,-26.6,-24.1,32.2,-0.5,10.1,2.1,15.4,?
COC(=O)C1CCN(Cc2cn(Cc3ccccc3)nc2-c2cc3ccccc3o2)CC1,4.5,-5.8,9.5,-3.0,20.0,-1.1,-8.7,2.4,38.2,30.7
CCOc1ccccc1NC(=O)CN1CCC(C(=O)c2ccc(OC)cc2)CC1,-2.3,-14.3,22.6,-4.8,-1.0,0.7,-1.7,3.3,23.5,4.7
CCCS(=O)(=O)c1c(S(=O)(=O)CCC)c2cnccn2c1C(=O)c1ccc(Cl)cc1,1.2,1.2,-2.8,-19.5,7.6,-0.1,1.9,0.2,28.1,16.0
CCn1cc(S(=O)(=O)NC2CCCCC2)cn1,-1.0,-5.4,2.3,-0.1,-2.1,0.3,0.8,-2.0,25.5,-11.2
COc1ccc(CCN(C)C(=S)Nc2ccc(SC(F)F)cc2)cc1OC,-4.2,-7.0,17.3,19.2,-6.8,-33.6,8.6,-0.6,13.8,27.0
CSc1nnc(C2CCCN(CC(=O)Nc3ccccc3N3CCOCC3)C2)n1C(C)C (centres undefined),-0.8,-1.2,9.4,4.6,0.6,0.0,-0.7,-5.2,10.6,0.3
CC(=O)c1cccc(N(CC(=O)NC2CCCC2)C(=O)c2csnn2)c1,1.7,10.5,14.2,-10.3,-5.7,0.0,-2.4,-1.2,-6.2,-10.6
COc1ccccc1Nc1nnc(SCc2nnc(-c3cc(OC)c(OC)c(OC)c3)o2)s1,3.2,-4.1,5.8,-1.0,-4.6,0.2,5.6,4.8,20.2,-3.7
COc1ccc(Nc2ncc3c(n2)CC(c2ccccc2)CC3=O)cc1 (centres undefined),/,8.8,28.3,-19.3,-3.7,0.0,-3.3,3.5,-1.4,7.0
Cc1ccccc1NC(=O)C1CC(=O)N(c2ccccc2F)C1 (centres undefined),-0.4,6.7,-26.1,-20.1,-8.4,-0.1,-3.8,3.1,11.3,8.0
CSc1ncc(-c2ccc(Cl)cc2)[nH]1,6.7,-26.4,-145.0,-126.3,19.9,4.4,1.2,-0.8,16.4,29.7
COc1ccc(CNCC(O)(c2ccc(F)cc2)c2ccc(F)cc2)cc1OC,-1.7,1.2,0.0,5.4,0.2,0.0,0.3,-0.7,12.9,3.3
O=C(Nc1cccc(-n2cnnn2)c1)c1cnccc1Cl,2.2,-42.2,-1.0,-20.1,-2.8,-0.5,-3.0,-8.9,22.5,-5.5
CC1CCC/C(=C\Nc2ccc(O)cc2)C1=O (centres undefined),-7.4,0.4,-115.6,-48.4,2.8,3.5,3.6,3.8,27.1,7.8
Cc1ccc(OCC(=O)NCc2n[nH]c(=O)c3ccccc23)cc1,/,16.2,16.6,/,0.7,-0.3,-8.1,/,55.2,1.3
NC(=S)N/N=C1/CCSc2ccc3ccccc3c21,10.6,-5.7,0.1,33.1,-6.4,0.4,-1.9,1.9,26.2,0.3
Cc1ccc(F)cc1CNC(=O)c1cc(COc2ccc3ncccc3c2)on1,8.6,0.5,16.9,-15.4,4.3,-0.2,4.9,-0.2,8.8,5.5
CC(=O)Nc1ccc(N2CCOCC2)c(C(=O)Nc2cccc(C)c2)c1,3.7,-6.9,17.7,-5.0,-8.2,0.0,-2.1,-3.0,14.3,0.3
N#Cc1cnc(SCC(=O)N2CCCCC2)nc1N,-7.8,-5.1,14.3,-23.8,2.0,-0.4,-1.0,-1.2,23.9,-8.2
CNCCCOc1ccc(C)cc1Br,-6.5,-4.7,12.6,-2.2,-10.7,1.0,0.8,-1.6,10.5,-12.6
Cc1ccccc1NC1=NC(=S)N(c2ccccc2)C12CCCCC2,-4.3,4.5,-1.6,-9.8,-7.1,-0.2,-0.8,-4.7,32.2,-0.7
Cc1ccc(N2C(=O)C(Cl)=C(N3CCOCC3)C2=O)cc1Cl,0.7,3.4,-3.5,-11.0,0.3,-1.7,2.4,-0.5,15.0,3.4
O=C(CCn1c(=O)oc2ccccc21)Nc1ccccc1,7.1,-1.5,-42.1,0.3,45.8,0.5,0.3,-1.9,15.3,100.8*
CCCc1cc(=O)oc2cc(C)cc(OC(C)C(=O)NCCN3CCOCC3)c12 (centres undefined),-5.2,2.4,2.6,-9.1,-0.8,-0.9,1.5,1.1,-7.6,-4.9
Cc1ccc(C(=O)CCNc2ccc(Cl)cc2)o1,1.1,2.7,-61.3,-63.9,16.4,1.4,6.9,4.3,-65.6,19.4
CCOC(=O)c1cnc(-n2nc(C)cc2C)nc1Nc1ccc(C)cc1,-11.3,2.9,38.3,-7.9,-2.7,1.0,95.1*,1.4,22.7,-9.0
CN(C)c1ccc(NC(=O)C2C3C=CC(C3)C2C(=O)O)cc1 (centres undefined),0.7,-7.6,-73.5,-24.4,-9.3,-28.7,4.0,15.2,9.8,-1.4
CCOc1ccc(S(=O)(=O)N2CCCCC2)cc1NC(=O)CN1C(=O)NC(C)(c2ccccc2)C1=O (centres undefined),/,-13.5,6.1,/,3.3,-3.4,-13.2,/,-5.7,-20.1
CCOC(=O)c1cnn(-c2ccccc2)c1NC(=O)c1ccccc1,4.3,15.7,-0.2,2.0,3.5,-0.3,-2.0,3.7,7.7,-11.5
N#C/C(=C\c1cccs1)c1nc2ccccc2[nH]1,5.8,6.1,-256.1,-28.9,16.1,3.2,-2.8,-0.8,34.2,25.1
CC(C)NC(=O)CN1C(=O)CSc2ccc(S(=O)(=O)N3CCCC3)cc21,2.2,2.0,0.8,-20.4,-2.3,-0.1,-3.4,4.5,3.3,6.4
COc1ccc(CCNc2ccc(C)cc2)cc1,4.8,2.4,-19.5,-8.3,-5.1,0.4,-1.1,3.0,-2.2,0.4
CCOc1ccc(-n2c(=O)[nH]c3sc4c(c3c2=O)CCCC4)cc1,7.9,-2.7,1.5,19.5,-4.6,-1.2,7.7,4.9,29.8,-4.2
O=C(NC(=S)Nc1ccccc1N1CCOCC1)c1ccco1,1.3,7.7,-23.0,-6.6,-16.5,-0.1,-18.2,5.7,-7.1,10.9
CN(C)C(CNC(=O)c1cc2ccccc2oc1=O)c1ccccc1 (centres undefined),-4.8,-1.5,-162.0,-183.1,29.2,1.3,0.1,-5.1,14.9,29.9
Cc1ccc(NC(=O)C(OC(=O)c2ccc(C=O)cc2)c2ccccc2)cc1Cl (centres undefined),-4.9,0.1,20.1,-21.2,2.2,-0.4,30.9,4.5,30.3,16.4
COc1ccc(NC(=S)NNc2ccc(S(=O)(=O)Nc3ccccc3C(=O)O)cc2[N+](=O)[O-])cc1,8.6,2.5,13.8,-8.3,-5.1,-0.8,15.5,20.2*,15.3,-1.7
CC1CN(Cc2cc(=O)[nH]c(C3CC3)n2)CC(C)O1 (centres undefined),9.2,-6.2,2.0,-36.2,-10.5,0.8,-6.2,4.1,10.6,0.0
O=C(O)CSc1nnc(-c2ccccc2Br)n1-c1cccc(C(F)(F)F)c1,4.1,-0.5,-17.5,-16.5,-1.6,-0.2,-24.7,0.8,6.3,-0.4
COc1ccc(NC(C)=O)cc1NS(=O)(=O)c1cn(C)c(=O)n(C)c1=O,5.7,-1.6,-1.1,15.2,-1.6,-0.3,-2.3,0.0,16.6,4.3
Cc1cccc(-c2nnn(C/C(N)=N/O)n2)c1,-2.8,4.6,-3.5,-27.6,-5.3,0.2,-1.4,-0.8,13.2,4.0
Cc1sc2nc(CN3CCCCC3)nc(N3CCN(C(=O)c4ccco4)CC3)c2c1C,-3.7,-13.2,-38.0,-10.4,-3.5,-1.2,7.7,2.1,41.8,-2.5
COc1ccc(/C=N/Nc2nnc(C)n2N)cc1OC,101.6*,17.4,-22.8,10.1,26.6,2.9,0.9,18.7*,21.1,43.2
C=CCn1cnc2scc(-c3ccccc3)c2c1=O,-1.6,8.9,5.1,-49.8,-1.2,-0.3,-6.0,0.2,2.5,-3.2
